AID2073: inhibitors of Mint1-CaV2.2 protein interaction, biochemical, HTRF (AID 2073). HTRF protein-protein interaction, Mint1-CaV2.2; higher % means a stronger effect. inhibition, % at 20 µM; hits with a dose series show IC50 in µM. 290,000 tested, 0.19% active; in the data active = inhibition mostly above about 51%, no sharp cut-off; inconclusive = no clear call, values can overlap the other calls; inactive = mostly below about 53%; also: some results filed as inactive read as strong as hits
SV40 large T antigen: TAg ATPase/helicase activity blockers – biochemical (AID 1903); one-dose inhibition, % at 20 µM; IC50 in µM for titrated hits; SV40 large T antigen ATPase/helicase inhibition assay; higher % means a stronger effect; 310,000 tested, 0.39% active; in the data active = a potency from the dose series; inconclusive = inhibition mostly from about 32% at the one dose, without a potency; inactive = the rest, 99 in 100 with inhibition below about 32%; also: strong numbers were not always called active
Siah-1 displacement: blockers of Siah-1 interaction with plectin peptide – biochemical, fluorescence polarization, rhodamine-plectin, uHTS, primary screen (AID 1817) | Siah-1 / rhodamine-plectin peptide fluorescence polarization; higher % means a stronger effect | displacement, % at 20 µM; hits with a dose series show IC50 in µM | 290,000 tested, 0.02% active;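 active = displacement of at least 50% at 20 µM, with a fluorescence ratio check between 0.3 and a set limit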;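 also: plate controls were Siah plus tracer with DMSO for no effect and tracer alone without Siah for full effect; strong numbers were not always called active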
RSV antiviral HEp-2: RSV antiviral activity via CPE protection, HEp-2 cells, primary 10 µM value included (AID 2391); HEp-2 cells, RSV-induced CPE inhibition; higher % means a stronger effect; CPE inhibition, % at 10 µM, or IC50 in µM where a hit was titrated; 310,000 tested, 0.13% active; in the data active = a potency from the dose series; inconclusive = CPE inhibition mostly from about 23% at the one dose, without a potency; inactive = the rest, 99 in 100 with CPE inhibition below about 21%; also: strong numbers were not always called active
XIAP antagonists: XIAP antagonists, biochemical, IAP family, fluorescence polarization (AID 1018). displacement, % at 20 µM; hits with a dose series show IC50 in µM. XIAP BIR domain, fluorescence polarization peptide displacement; higher % means a stronger effect. 200,000 tested, 0.007% active; in the data active = displacement above about 50%; also: a part of the inactive calls stands beside numbers as strong as those of hits
Rac1 GTP hydrolysis: MgcRacGAP GTPase-activating activity inhibitors, confirmation, biochemical, ADP Hunter fluorescence; inhibition, % at 30 µM, or IC50 in µM where a hit was titrated; AID 624330; MgcRacGAP-stimulated Rac1 GTP hydrolysis, ADP Hunter fluorescence; higher % means a stronger effect; GST-tagged Rac1 F28L mutant substrate; 340,000 tested, 0.6% active;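 active = first-screen hits whose inhibition reached a set limit at any dose in the follow-up dose series; inconclusive = inhibition above the set first-screen limit but never retested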;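 also: fluorescence reports GDP produced by GAP-driven GTP hydrolysis; strong numbers were not always called active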
LYP inhibition: PTPN22 lymphoid phosphatase activity blockers – biochemical, fluorescence intensity, uHTS (AID 1779) | 290,000 tested, 0.054% active | one-dose inhibition, % at 11.5 µM; IC50 in µM for titrated hits | recombinant LYP phosphatase, fluorescence intensity; higher % means a stronger effect; in the data active = inhibition above about 50%;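 also: plate controls were vehicle with enzyme for no effect and no enzyme for full effect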
NS5 inhibitors: Dengue-2 NS5 methyltransferase inhibitors, primary screen, biochemical, confirmation dose response (AID 588689); Dengue-2 NS5 methyltransferase capping enzyme assay, biochemical; higher % means a stronger effect; inhibition, % at 25 µM; hits with a dose series show IC50 in µM; 340,000 tested, 0.3% active; in the data active = a potency from the dose series; inconclusive = inhibition above about 29% without an active follow-up result
HIV fusion peptide: cell-free HIV fusion peptide-binding blockers – biochemical, uHTS, fluorescence dequenching, primary screen (AID 1986); cell-free peptide binding, fluorescence dequenching, 30 min; higher % means a stronger effect; inhibition, % at 20 µM; hits with a dose series show IC50 in µM; 290,000 tested, 0.3% active; in the data active = inhibition mostly above about 52%, no sharp cut-off; inactive = mostly below about 76%; also: some results filed as inactive read as strong as hits
NS5 inhibitors pilot replicate: recorded beside NS5 inhibitors, whose call it bears; inhibition, %; measured here: pilot screen replicate inhibition
Numbers without * were called inactive; ? = inconclusive; . = not tested or not shown.

SMILES	AID2073	SV40 large T antigen	Siah-1 displacement	RSV antiviral HEp-2	XIAP antagonists	Rac1 GTP hydrolysis	LYP inhibition	NS5 inhibitors	HIV fusion peptide	others
CC(C)C(NC(=O)c1ccco1)C(=O)OCC(=O)c1ccccc1 (configuration not stated)	1%	8%	3%	0.4%	.	13%	-10%	-3%	2.3%
CCOC(=O)C(Cc1ccccc1)NC(=O)CCc1nnc2ccc(N3CCOCC3)nn12 (configuration not stated)	5%	9%	2%	2.4%	.	10%	-9%	1%	-0.2%
CCCCN(C)CCn1c(=S)[nH]c2ncccc2c1=O	1%	4%	-1%	0.1%	-4.5%	0%	-8%	-3%	-1.8%
CCOC(=O)NNc1cc(C(F)(F)F)ccn1	-10%	4%	3%	.	.	8%	-12%	4%	-1.5%
O=C(c1ccc([N+](=O)[O-])c(CS(=O)(=O)c2ccc(Cl)cc2)c1)N1CCCCC1	-12%	10%	-2%	0.4%	-15%	2%	-6%	-1%	-2.6%
COC(=O)c1ccccc1NC(=O)COc1ccccc1	-4%	6%	2%	0.6%	-5.1%	-4%	-6%	-2%	-1.7%
Cc1nc(CCNC(=O)c2cccs2)cs1	7%	8%	-2%	-0.1%	-10%	0%	-6%	-2%	2.4%
CC(C)(C)NS(=O)(=O)c1ccc(NC(=O)C2CCCCC2)cc1	20%	5%	4%	0.6%	-0.1%	4%	-5%	0%	0.6%
Cc1cc(-c2cc(-c3ccccc3)on2)nc(NCC2CC2)n1	7%	11%	3%	1.7%	.	5%	-5%	2%	-0.7%
CC(C)NC(=O)N1CCN(c2ccncc2S(=O)(=O)N2CCOCC2)CC1	-3%	6%	1%	0.1%	-7.5%	3%	-6%	3%	0.2%
O=C(N/N=C/CCc1ccccc1)C1CCCCC1	3%	4%	-4%	0.7%	-5.3%	8%	-3%	-6%	0.5%
COc1cccc(NC(=O)N(Cc2cc3cc(C)cc(C)c3[nH]c2=O)CC2COCCO2)c1 (configuration not stated)	-3%	16%	1%	3.0%	-2.0%	3%	-2%	1%	0.0%
Nc1c(C(=O)O)cnc2c(-c3ccc(Cl)cc3)cnn12	14%	13%	24%	1.8%	-5.0%	12%	-7%	.	16%
COc1ccc(Br)cc1/C=N/n1c(C)nc2ccccc2c1=O	15%	.	-5%	.	.	4%	-4%	-5%	-1.3%
COC(=O)C1CCN(C(=O)COC(=O)CC(NC(N)=O)c2ccc(Cl)cc2)CC1 (configuration not stated)	-8%	4%	0%	1.6%	-5.7%	4%	-4%	0%	-0.8%
CCOc1ccc(NC(=O)C2CCCN(C)C2)cc1 (configuration not stated)	2%	2%	4%	1.5%	.	3%	-5%	-13%	-0.9%
CS(=O)(=O)N(CC(=O)N1CCCCC1)c1cccc(F)c1	0%	10%	-2%	1.5%	-8.5%	6%	-7%	-5%	-0.7%
CCOc1ccccc1N(C)S(=O)(=O)c1ccc2c(c1)CCN2C(=O)CCC(=O)O	1%	9%	4%	1.0%	.	4%	-4%	-6%	-0.4%
CCOC(=O)c1nnn(-c2ccc([N+](=O)[O-])cc2)c1C	5%	-7%	4%	1.8%	-7.3%	4%	-10%	-11%	2.6%
CCn1c2ccccc2c2cc(/C=N/NC(=O)c3ccncc3)ccc21	18%	13%	2%	-3.0%	-1.4%	13%	-2%	-5%	-3.0%
Cc1ccc(Cl)c2c1=NC(=O)C=2c1[nH]c(=S)[nH]c1O	7%	14%	-8%	9.7%	-0.9%	18%	0%	61µM*	-2.9%
COc1ccc(OC)c(S(=O)(=O)N2CCN(C34CC5CC(CC(C5)C3)C4)CC2)c1	7%	1%	1%	-1.8%	-1.4%	9%	2%	4%	0.7%
Cc1cccc(N2CCN(C(=O)CN3CCOc4ccccc43)CC2C)c1 (configuration not stated)	-4%	11%	0%	-0.1%	0.2%	7%	-9%	-4%	-0.5%
CCc1ccc(/C=C/C(=O)c2ccc(N3CCOCC3)cc2)cc1	22%	12%	3%	1.6%	-1.3%	7%	3%	1%	6.9%
COc1ccc(OCc2nc3ccccc3[nH]2)cc1	3%	24%	0%	1.7%	-4.2%	0%	-9%	-4%	-1.2%
CCCNc1c(NS(=O)(=O)c2ccc(NC(=O)CC)cc2)c(=O)oc2ccccc12	13%	12%	-3%	0.7%	.	11%	-8%	-2%	2.7%
C=C(C)C(=O)OC1(C(F)(F)F)Oc2cc(C)ccc2NC1=O (configuration not stated)	-4%	19%	2%	2.0%	-9.4%	10%	-2%	-8%	-1.2%
CCOc1nc(-c2ccccc2)c2cc(Br)ccc2n1	19%	0%	-4%	3.5%	.	7%	-6%	-4%	0.7%
CCOC(=O)c1ccc(NC(=O)CC2S/C(=N/N=C/c3c[nH]c4ccccc34)NC2=O)cc1 (configuration not stated)	54%	8%	-3%	16%	-9.1%	-3%	-2%	2%	-0.6%
Cc1ccc2oc(C(=O)N3CCN(C)C[C@@H]3C(C)C)c(C)c2c1	9%	20%	-4%	1.6%	.	10%	-5%	-1%	-1.4%	NS5 inhibitors pilot replicate=-0.9
Cc1ccc(C)c(NC(=S)N2CCC(c3nc4ccccc4s3)CC2)c1	-8%	7%	-3%	-0.6%	-2.8%	8%	10%	-4%	-1.1%
NC(=O)COc1cccc(/C=N/NC(=O)c2ccc(-n3cccc3)cc2)c1	19%	5%	2%	-1.5%	.	4%	-7%	-1%	0.6%
C(=N\n1cncn1)/c1ccc(N2CCOCC2)cc1	5%	2%	-4%	3.2%	-1.5%	-3%	-1%	3%	-5.9%
COc1ccc(CNC(=O)Cc2c[nH]c3ccccc23)cc1OC	3%	10%	3%	0.2%	.	7%	-9%	-1%	0.0%
O=C(N/C(=C\c1cccc([N+](=O)[O-])c1)C(=O)N1CCOCC1)c1ccco1	-5%	5%	1%	0.2%	.	-2%	-8%	4%	-0.7%
CCC1(C)Cc2c(sc3nc(NN)n(C)c(=O)c23)CO1 (configuration not stated)	-2%	22%	-10%	3.9%	-5.6%	-13%	-8%	0%	-0.2%
COc1c(O)c(O)c2oc(-c3ccccc3)cc(=O)c2c1OC	10%	14%	10%	1.8%	-1.2%	7%	-4%	27%	0.2%
CC1(c2nnc(-c3ccccc3)o2)CC(c2ccccc2)=NO1 (configuration not stated)	.	1%	.	0.0%	.	9%	.	-6%	.
Fc1ccc(-c2[nH]ncc2CN2CCN(c3ccc(F)cc3)CC2)cc1	-12%	6%	10%	.	.	9%	-4%	-13%	0.6%
COc1cc(C(=O)OC2CSCC2NC(=O)c2ccccc2)cc(OC)c1OC (configuration not stated)	2%	.	2%	1.5%	-5.4%	5%	-4%	-5%	-0.6%
CS(=O)(=O)Nc1ccc(C(=O)NCCSCc2ccco2)cc1	16%	5%	1%	1.6%	1.1%	14%	-4%	0%	-1.0%
COc1ccccc1CC(=O)Nc1ccon1	?	29%	14%	1.1%	.	18%	-6%	.	0.9%
COc1ccc(NC(=O)c2c3c(nc4ccccc24)CCN(Cc2ccccc2)C3)c(OC)c1	11%	8%	1%	0.9%	-15%	1%	1%	-11%	-0.3%
CCOc1ccc(CCNC(=O)c2cc(S(=O)(=O)N3CCOCC3)ccc2C)cc1OCC	.	13%	.	-1.1%	.	4%	.	-2%	.
CC(NC(=O)c1cc([N+](=O)[O-])cc([N+](=O)[O-])c1)c1ccc(-n2ccnc2)cc1 (configuration not stated)	10%	8%	-3%	0.3%	.	5%	-6%	0%	-1.5%
CC(C)(C)OC(=O)N1Cc2ccccc2C[C@H]1C(=O)NCC(=O)NCC1CCCO1 (some centres not stated)	4%	5%	4%	0.6%	.	-43%	-11%	-6%	1.1%
Cc1nn(C)cc1CNC(=O)c1ccc(F)cc1	-3%	0%	2%	2.3%	-2.0%	-10%	-3%	3%	-1.3%
COCCn1nnnc1SCC(=O)c1ccc(F)cc1	-2%	-2%	5%	1.0%	-4.8%	5%	0%	2%	2.0%
CCN1CCN(c2ncc(C(=O)N3CCCc4ccccc43)c3ccccc23)CC1	-8%	0%	2%	-0.4%	-2.2%	5%	3%	-4%	-1.2%
COc1ccccc1CNC(=O)CCc1nnc2ccc(NCCCN3CCCC3=O)nn12	10%	6%	10%	0.6%	.	6%	-11%	-2%	1.3%

Next results
SMILES	AID2073	SV40 large T antigen	Siah-1 displacement	RSV antiviral HEp-2	XIAP antagonists	Rac1 GTP hydrolysis	LYP inhibition	NS5 inhibitors	HIV fusion peptide	others
O=C(Cn1c(C(F)(F)F)nc2ccccc21)N/N=C/c1ccco1	0%	15%	-3%	-1.5%	-0.6%	4%	-6%	-4%	-1.4%
O=C(c1ccccc1)c1nnc(-c2ccccc2F)o1	-7%	-7%	0%	4.0%	-2.0%	6%	-3%	-5%	0.6%
CC(C)[C@H](NC(=O)[C@H](Cc1ccccc1)n1c(=O)[nH]c2ccccc2c1=O)C(=O)N1CCC[C@@H]1C(=O)O	11%	.	3%	1.8%	.	-2%	-7%	-4%	1.2%
COc1ccc(N2CCN(C(=O)COC(=O)c3ccc(C)o3)CC2)cc1	.	18%	.	-0.4%	.	22%	.	3%	.

An excerpt taken from the entries so far:
SMILES	AID2073	SV40 large T antigen	Siah-1 displacement	RSV antiviral HEp-2	XIAP antagonists	Rac1 GTP hydrolysis	LYP inhibition	NS5 inhibitors	HIV fusion peptide	others
CCOc1ccc(CCNC(=O)c2cc(S(=O)(=O)N3CCOCC3)ccc2C)cc1OCC	.	13%	.	-1.1%	.	4%	.	-2%	.
CC(NC(=O)c1cc([N+](=O)[O-])cc([N+](=O)[O-])c1)c1ccc(-n2ccnc2)cc1 (configuration not stated)	10%	8%	-3%	0.3%	.	5%	-6%	0%	-1.5%
CC(C)(C)OC(=O)N1Cc2ccccc2C[C@H]1C(=O)NCC(=O)NCC1CCCO1 (some centres not stated)	4%	5%	4%	0.6%	.	-43%	-11%	-6%	1.1%
Cc1nn(C)cc1CNC(=O)c1ccc(F)cc1	-3%	0%	2%	2.3%	-2.0%	-10%	-3%	3%	-1.3%
COCCn1nnnc1SCC(=O)c1ccc(F)cc1	-2%	-2%	5%	1.0%	-4.8%	5%	0%	2%	2.0%
CCN1CCN(c2ncc(C(=O)N3CCCc4ccccc43)c3ccccc23)CC1	-8%	0%	2%	-0.4%	-2.2%	5%	3%	-4%	-1.2%
COc1ccccc1CNC(=O)CCc1nnc2ccc(NCCCN3CCCC3=O)nn12	10%	6%	10%	0.6%	.	6%	-11%	-2%	1.3%
O=C(Cn1c(C(F)(F)F)nc2ccccc21)N/N=C/c1ccco1	0%	15%	-3%	-1.5%	-0.6%	4%	-6%	-4%	-1.4%
O=C(c1ccccc1)c1nnc(-c2ccccc2F)o1	-7%	-7%	0%	4.0%	-2.0%	6%	-3%	-5%	0.6%
CC(C)[C@H](NC(=O)[C@H](Cc1ccccc1)n1c(=O)[nH]c2ccccc2c1=O)C(=O)N1CCC[C@@H]1C(=O)O	11%	.	3%	1.8%	.	-2%	-7%	-4%	1.2%
COc1ccc(N2CCN(C(=O)COC(=O)c3ccc(C)o3)CC2)cc1	.	18%	.	-0.4%	.	22%	.	3%	.

From PubChem BioAssay
